Assay outcomes as filed in PubChem BioAssay.
DNMT1 inh: inhibitors of human DNMT1; DNMT1 molecular beacon, Hinp1I cleavage, fluorescence; inhibition (reported as % activation of signal), % at 10 µM; hit rate 0.83% among 360,000; in the data active = inhibition above about 50%
STEP inh: inhibitors of human striatal-enriched phosphatase STEP. inhibition, % at 20 µM. P54829. hit rate 0.25% among 360,000. AID 588621. recombinant STEP, OMFP fluorogenic substrate, fluorescence;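 active = inhibition at 20 µM, scaled per plate between control wells, above about 37%, limit read from the data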;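 note: 0% = DMSO with enzyme and substrate and 100% = substrate only without enzyme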
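Measure: Control-normalized % inhibition with plate pattern correction | Test system: STEP phosphatase, cell-free reaction | Medium: pH 6.0 Bis-Tris with DTT and Tween 20 | Technique: Fluorescence, 480/540 nm | Times: Reaction 20 min, ambient temperature | Doses: Single compound dose of 20 µM, 1% DMSO final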
Tb MetRS inh: Trypanosoma brucei MetRS inhibition; purified T. brucei MetRS, ATP depletion, Kinase-Glo luminescence; inhibition, % at 11.9 µM; hit rate 0.4% among 360,000;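 active = inhibition above a per-plate cutoff of the control wells' mean inhibition plus 3 SD, cut at about 5.5% in these data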;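 note: 0% = DMSO wells median and 100% = median of wells with control inhibitor compound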
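Material: parasite MetRS enzyme / Replication: singlicate, one well per compound / Signal: luminescence of leftover ATP / Schedule: 2 h aminoacylation at 25 °C after 15 min preincubation / Medium: HEPES-MgCl2-KCl buffer plus DTT, spermine, BSA, pyrophosphatase / Doses: 11.9 µM single point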
Scp1 inh: Scp-1 (human) phosphatase inhibition; AID 493091; hit rate 0.88% among 340,000; Q9GZU7; inhibition, % at 20 µM; Recombinant Scp1, phosphopeptide, malachite green phosphate absorbance;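 active = inhibition above about 50% at 20 µM, limit read from the data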;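 note: plate controls were DMSO wells with enzyme for no effect and wells lacking enzyme for full effect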
Target sequence (Q9GZU7 76-261 limits assumed): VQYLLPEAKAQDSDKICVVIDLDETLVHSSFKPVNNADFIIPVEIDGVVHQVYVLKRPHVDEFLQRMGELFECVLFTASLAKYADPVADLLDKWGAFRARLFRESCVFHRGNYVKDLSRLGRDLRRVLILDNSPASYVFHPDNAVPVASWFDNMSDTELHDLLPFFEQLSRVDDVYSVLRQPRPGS
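Assay system: SCP-1 catalytic fragment, aa 76-261 | Buffer or medium: Tris acetate buffer pH 5.5 with MgCl2 and Tween-20 | Compound: One concentration, 20 µM, with 1.0% DMSO | Also added: Phospho 17-mer peptide substrate | Signal: Absorbance at 630 nm | Incubation: 45 min enzyme reaction at room temperature | Measure: % inhibition of SCP-1 phosphate liberation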
CSN inh: blocks human CSN-mediated cullin deneddylation. Q92905. Purified CSN, SCF-Nedd8-OG deneddylation, fluorescence polarization. inhibition, % at 12.5 µM. hit rate 0.38% among 360,000. AID 651999;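 active = pattern-corrected inhibition above about 35%, with an unprinted fluorescence ratio check between 0.5 and 1.5, limit read from the data, passing the limit was not always enough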;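 note: 0% = enzyme with substrate and 100% = substrate without enzyme; some results filed as inactive read as strong as hits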
Target sequence (Q92905 whole entry, looked up, one chain of several): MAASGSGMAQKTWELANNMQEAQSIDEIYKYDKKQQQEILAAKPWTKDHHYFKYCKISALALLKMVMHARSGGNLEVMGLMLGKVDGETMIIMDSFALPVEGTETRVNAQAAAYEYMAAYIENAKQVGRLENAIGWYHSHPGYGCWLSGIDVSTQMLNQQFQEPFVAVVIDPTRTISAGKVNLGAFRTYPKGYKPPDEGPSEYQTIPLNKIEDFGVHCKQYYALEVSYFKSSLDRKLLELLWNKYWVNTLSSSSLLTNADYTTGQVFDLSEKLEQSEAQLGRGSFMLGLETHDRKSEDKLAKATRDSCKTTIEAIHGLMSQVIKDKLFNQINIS
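assay system = purified human Csn5 enzyme expressed in HEK293T cells | amount = 0.24 nM enzyme | buffer or medium = Tris/NaCl/DTT buffer, pH 7.5 | reagent = 10 nM SCFSkp2-Nedd8OG | compound = one concentration, 12.5 µM, 0.25% DMSO | times = 90 min reaction at room temperature | signal = FP | read-out basis = % inhibition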
LMPTP block: blocks human LMPTP phosphatase; recombinant LMPTP-A, OMFP fluorogenic substrate, fluorescence intensity; hit rate 0.22% among 360,000; inhibition, % at 20 µM; P24666;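 active = compounds that cut the enzyme signal by at least half of the control window in the single-dose screen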;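 note: plate controls were DMSO wells with enzyme plus substrate for no effect and substrate without enzyme for full effect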
Target sequence (P24666 whole entry, looked up): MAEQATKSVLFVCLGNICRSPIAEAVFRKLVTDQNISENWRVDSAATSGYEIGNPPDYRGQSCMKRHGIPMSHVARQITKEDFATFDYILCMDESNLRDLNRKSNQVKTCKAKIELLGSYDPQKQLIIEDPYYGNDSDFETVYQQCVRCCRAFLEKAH
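Test system: LMPTP-A phosphatase enzyme; input: 0.625 nM LMPTP-A final; reagent: OMFP substrate, 400 µM final; compound dosing: 20 µM single dose, 3% DMSO; incubation: 50 min dark incubation at room temperature; measured by: endpoint fluorescence intensity from OMFP dephosphorylation; measure: % inhibition relative to no-enzyme and uninhibited control wells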
Rpn11 inh: inhibitors of human proteasome Rpn11. human 26S proteasome, Ub4-pepOG fluorescence polarization; 20S core pre-blocked with epoxomicin. calls only at 20 µM. hit rate 0.59% among 360,000. AID 588493;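 active = inhibition at 20 µM, scaled to each plate's controls, above about 33%, limit read from the data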
SUMO1-SIM PPI: SUMO1-SIM interaction modulation. P63165. SUMO1 binding to a labelled peptide, TR-FRET, 1 h. inhibition, % at 20 µM. hit rate 0.33% among 360,000; in the data active = inhibition above about 37%
Target sequence (P63165 whole entry, looked up): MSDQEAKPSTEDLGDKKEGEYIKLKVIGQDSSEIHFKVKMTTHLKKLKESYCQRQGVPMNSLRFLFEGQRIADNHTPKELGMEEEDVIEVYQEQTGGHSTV
NadD block: NadD (S. aureus) enzyme inhibition | AID 602399 | purified NadD enzyme, colorimetric absorbance read-out | hit rate 0.78% among 360,000 | inhibition, % at 20 µM; in the data active = inhibition above about 26%; note: some compounds past the cut are filed as inactive
MLLE-PAM2 inh: inhibitors of microRNA-mediated deadenylation, human PABP1 MLLE binding | GST-MLLE / FITC-PAM2 fluorescence polarization | inhibition, % at 20 µM | hit rate 0.36% among 360,000; in the data active = inhibition above about 35%, passing the limit was not always enough;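 note: plate controls were DMSO wells with GST-MLLE for no effect and wells lacking GST-MLLE protein for full effect; some results filed as inactive read as strong as hits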
Starred values were filed as active, the others as inactive; i = inactive; / = not tested or not shown.

The first 3 records (preview)
SMILES	DNMT1 inh	STEP inh	Tb MetRS inh	Scp1 inh	CSN inh	LMPTP block	Rpn11 inh	SUMO1-SIM PPI	NadD block	MLLE-PAM2 inh
COc1ccc(CN2C(=NC(=O)CCC3CCCC3)SC3CS(=O)(=O)CC32)cc1 (centres undefined)	30.0	-2.1	-0.7	5.8	4.3	-1.1	i	-2.2	2.1	2.7
CCN1CCN(c2nc3c(C)cccn3c(=O)c2C=C(C#N)C#N)CC1	1.9	-1.0	-0.4	-12.8	-5.2	1.1	i	-9.8	-2.7	12.6
C=CCn1c(SCC(=O)Nc2ccccc2OC)nc2c([nH]c3ccccc32)c1=O	30.0	0.4	0.2	-7.6	3.5	1.0	i	0.9	16.0	-5.6

Main list, previewed entries included:
SMILES	DNMT1 inh	STEP inh	Tb MetRS inh	Scp1 inh	CSN inh	LMPTP block	Rpn11 inh	SUMO1-SIM PPI	NadD block	MLLE-PAM2 inh
COc1ccc(CN2C(=NC(=O)CCC3CCCC3)SC3CS(=O)(=O)CC32)cc1 (centres undefined)	30.0	-2.1	-0.7	5.8	4.3	-1.1	i	-2.2	2.1	2.7
CCN1CCN(c2nc3c(C)cccn3c(=O)c2C=C(C#N)C#N)CC1	1.9	-1.0	-0.4	-12.8	-5.2	1.1	i	-9.8	-2.7	12.6
C=CCn1c(SCC(=O)Nc2ccccc2OC)nc2c([nH]c3ccccc32)c1=O	30.0	0.4	0.2	-7.6	3.5	1.0	i	0.9	16.0	-5.6
CCCCn1c(SCC(=O)NCc2ccco2)nnc1-c1ccco1	0.2	-0.5	-0.8	0.0	0.0	0.0	i	3.0	-7.6	-5.2
Cc1ccc(NC(=O)CN(c2ccccc2F)S(C)(=O)=O)cc1	1.2	1.8	-0.1	6.3	1.4	-1.0	i	-2.4	-1.5	-7.2
CCc1ccccc1NC(=O)CNC(=O)CNC(=O)c1cccs1	4.4	-0.1	-0.5	-9.8	-3.4	-2.1	i	0.9	0.2	23.6
O=C(CCN1C(=O)c2ccccc2C1=O)Nc1ccccn1	3.9	-2.6	0.1	-1.3	-0.6	-0.9	i	-9.6	3.0	7.2
COc1ccc(N2CCN(C(=O)c3ccncc3)CC2)cc1	3.7	1.4	0.5	-4.3	0.9	0.0	i	-2.7	-2.5	-6.7
CCc1ccc(-c2cc(C)no2)cc1S(=O)(=O)NCCc1ccc(OC)c(OC)c1	0.0	4.3	-0.5	-2.5	-1.9	-0.7	i	-3.9	-9.7	-2.5
CSCCC(NC=C1C(=O)OC(C)(C)OC1=O)C(=O)O (centres undefined)	5.1	-1.5	-2.2	0.5	-2.0	-1.7	i	0.2	0.3	-3.6
Cc1ccc(C2(C(F)(F)F)NC(=O)N3N=C4CCCCCN4C3=C2C#N)cc1 (centres undefined)	-4.5	-1.3	0.1	-6.0	-16.7	-0.8	i	-1.7	-8.4	6.5
O=C(Nc1ccc2c(c1)OCCO2)C1c2ccccc2OCC(=O)N1CCc1c[nH]c2ccccc12 (centres undefined)	/	/	0.0	/	-0.5	0.0	/	6.9	-2.0	/
CN1CCN(C(=O)OCCOCCOC(=O)N2CCN(C)CC2)CC1	0.2	-2.9	-0.3	-9.6	1.1	-6.2	i	-4.0	-4.0	-7.8
CC(C)Cn1c(N)c(C(=O)CSc2nnc(C3CC3)n2C2CC2)c(=O)n(C)c1=O	0.0	-0.5	-0.4	-3.8	-3.0	-0.9	i	0.3	-1.5	-2.2
Cc1ccc(C)c2c1cc(C)c1nnc(SCC(=O)N3CCCc4ccccc43)n12	5.1	-1.7	-1.2	6.6	-16.7	-0.7	i	-10.3	6.3	12.5
CCc1cccc(CC)c1NC(=O)C[n+]1cccc(C(N)=O)c1	0.9	-2.8	-0.1	-6.5	-1.5	-0.8	i	0.0	-2.0	2.3
COc1ccc2[nH]cc(CCNC(=O)COc3cc(C)cc4oc(=O)cc(C)c34)c2c1	-4.7	3.4	-0.3	12.2	1.6	-1.1	i	-1.9	0.7	3.3
NC(=O)CSc1nccn1Cc1ccccc1	-2.0	8.3	-0.6	-6.2	-3.7	-1.4	i	3.3	-9.7	2.0
Cc1ccc(S(=O)(=O)N2[C@@H](c3ccccc3)C(C(=O)O)=CC[C@H]2c2ccc3c(c2)OCO3)cc1	0.2	-1.1	-0.1	6.4	-0.4	0.4	i	1.6	2.0	-3.8
COCCNC(=O)c1cc2c(c(-c3cccc(C#Cc4ccc(OC)c(OC)c4)c3)n1)[C@H](CCO)N(S(=O)C(C)(C)C)C2 (some centres undefined)	-41.5	1.5	-0.7	/	5.9	0.6	i	9.5	-7.5	-17.0
CCOc1ccccc1N1CCN(C(=O)c2cccc(-c3ccc(O)cc3)c2)CC1	-9.8	-11.5	-1.4	3.3	-5.8	1.4	i	12.5	9.8	-2.8
Cc1ccc(S(=O)(=O)N(C)c2ccc(C(=O)N3CCCCC3)cc2)cc1	-0.1	-2.7	-1.7	-4.6	-4.7	-0.8	i	-1.9	0.3	1.4
Cc1cccc(C)c1OCCNC(=O)c1ccc2ccccc2n1	-1.1	-0.3	-1.0	-1.8	2.9	-0.4	i	-1.9	-0.8	-12.0
COc1cc(C(Nc2ccccn2)c2c(NC(=O)c3ccco3)sc(C)c2C)cc(OC)c1OC (centres undefined)	-0.6	0.5	-0.9	-3.2	-3.9	0.8	i	1.0	2.2	24.6
COc1ccc(CN(C)C(=O)C2CCN(C(=O)Nc3ccccc3)CC2)cc1	-0.1	-2.8	-0.1	-2.0	-9.2	-0.8	i	-0.9	1.3	-4.0
SMILES	DNMT1 inh	STEP inh	Tb MetRS inh	Scp1 inh	CSN inh	LMPTP block	Rpn11 inh	SUMO1-SIM PPI	NadD block	MLLE-PAM2 inh
O=C(O)c1ccc(/C=N/Nc2ncc(C(F)(F)F)cc2Cl)cc1	2.2	-5.0	-0.3	-12.9	-4.2	-0.6	i	-3.3	-6.0	-6.0
CC(NC(=O)Nc1ccccc1)C(c1cccs1)N1CCOCC1 (centres undefined)	-3.0	-0.9	0.2	2.4	-5.4	-1.6	i	2.4	2.5	6.4
CC(=O)N1CC2(CC(c3ccccc3C(F)(F)F)=NO2)CN1c1ccc(Cl)cc1 (centres undefined)	-0.6	-2.0	-0.6	/	-3.5	1.0	i	3.4	4.3	4.2
Cc1ccc(S(=O)(=O)N2CCOCC2)cc1C(=O)OC1CCCCC1=O (centres undefined)	-0.6	2.1	-0.3	-5.5	4.3	0.2	i	5.9	-5.1	1.2
COc1ccc2[nH]c(CN3CCN(CCC(C)C)C(CCO)C3)c(C)c2c1 (centres undefined)	-1.8	11.6	0.0	-5.4	-3.7	-0.1	i	2.7	-4.8	1.6
Cn1c(=O)[nH]c(=O)c2c1nc(CN1CCOCC1)n2Cc1ccccc1	-1.3	2.3	-1.0	0.2	-2.3	-1.0	i	-1.2	-3.4	-9.9
CN(C)C(=O)C1C2NC(=S)N(c3ccc(Cl)cc3)C1(C)Oc1ccc(Cl)cc12 (centres undefined)	-1.3	-2.6	-0.7	2.6	-4.9	1.1	i	-2.4	4.9	26.7
O=C1CN(C(=O)CNCc2cccc(Cl)c2)c2ccccc2N1	1.4	1.4	-0.4	-17.2	-1.1	-0.4	i	-3.4	4.9	10.2
O=C1CC[C@H](O)CCN1[C@H](CSc1ccc(Br)cc1)Cc1ccccc1	1.7	-2.6	-0.5	-2.7	1.9	0.6	i	0.7	1.1	16.9
CC(=O)Nc1ccccc1-c1nnn(CC(=O)Nc2ccc3c(c2)OCCO3)n1	-4.9	-0.6	-0.4	-4.1	3.0	-0.2	i	1.1	-1.3	4.0
CC(C)Oc1ccc(Cn2c(=O)oc3ccccc32)cc1	1.8	0.0	-0.5	-10.1	1.8	1.0	i	4.9	-4.3	5.9
COc1ccc(COC(=O)C2=C(C)NC(=O)NC2c2ccc(OC)cc2)cc1 (centres undefined)	-0.5	-0.9	-0.2	-5.1	-1.6	-0.1	i	-2.0	8.1	-1.3
C=CCNC(=S)N1CCN(c2cc3c(cc2F)c(=O)c(C(=O)O)cn3CC)CC1	-0.6	1.0	-0.6	-17.9	2.6	19.2	i	6.5	-4.8	-131.6
O=C(NCc1cccs1)c1ccc(Cl)c(S(=O)(=O)N2CCCC2)c1	-2.9	-2.2	0.3	-9.1	2.3	-0.5	i	-1.1	-11.5	0.8
CC1CN(C(=O)CSc2nc(-c3ccc(F)cc3)cs2)CC(C)O1 (centres undefined)	-1.7	-4.5	0.1	-3.3	-1.9	-1.2	i	-2.5	-2.2	3.5
CCCc1cc(=O)oc2cc(OC(=O)CN3C(=O)NC4(CCCC4)C3=O)ccc12	4.6	-1.7	-0.6	-5.7	4.5	-0.5	i	0.9	-7.7	8.9
Nc1ccc(-c2nnc(-c3ccc(N)cc3)o2)cc1	-0.9	-1.2	-0.9	1.4	1.5	-0.5	i	2.5	-3.9	2.4
COc1ccccc1N(CC(=O)NCCSCc1ccco1)S(=O)(=O)c1ccccc1	1.8	1.3	-0.5	-2.0	-3.1	0.5	i	0.6	-8.3	28.9
CCCn1nnnc1NCc1ccccc1OCc1cccs1	3.3	0.6	-0.2	-12.2	2.1	1.2	i	2.7	-0.7	10.3
O=C(NCc1ccco1)c1ccc2c(=O)n(Cc3ccco3)c(SCC(=O)N3CCCC3)nc2c1	29.7	4.3	0.0	100.6*	7.8	9.1	i	18.1	13.6	8.4
CCN1C(C)=CC(=O)[C@@H](O)[C@H]1c1ccccc1Br	6.1	0.1	-0.3	-7.7	-1.6	-1.0	i	-0.4	7.3	-3.9
CCn1c(Oc2ccccc2C)nc2c1c(=O)n(C)c(=O)n2C	0.3	-1.9	0.3	-6.5	-5.6	-1.7	i	6.7	-0.4	10.5
CC1CCCN(C(=O)CSc2nc3ccccc3o2)C1 (centres undefined)	3.8	-6.7	-0.6	-10.8	-0.8	-1.1	i	0.8	1.3	-16.6
Cc1ccc(S(=O)(=O)NCC(=O)N2CCOCC2)cc1	-0.8	2.3	-0.4	-2.8	1.4	0.5	i	-1.5	3.7	6.6
CC1(C)CC(=O)C(C=NCCN2CCNCC2)=C(O)C1	1.6	-0.8	-0.2	-4.5	-10.3	-3.7	i	-0.7	0.2	3.5
COc1ccc(OC)c(C2=NOC(C(=O)NCC3CCCO3)C2)c1 (centres undefined)	3.3	-0.3	-1.6	7.7	4.1	-1.6	i	-1.3	-2.3	1.4
COc1ccc(CC(=S)N2CCOCC2)cc1F	0.3	1.4	1.6	-1.8	-4.0	-3.0	i	0.7	0.4	19.9
